TRHR PAM – qHTS for Small Molecule Agonists and Allosteric Enhancers of Human TRH Receptor: Primary Screen for Enhancers | Thyrotropin-releasing hormone receptor (Homo sapiens), P34981 | TRHR cells, fluo-8 calcium fluorescence, EC20 TRH enhancement | enhancement, % at 2 µM | 0.66% of 360,000 active; in the data active = enhancement above about 30%; note: 0% is about no effect
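Enhancer read-out: after compound pinning and an initial kinetic agonist-mode read, an EC20 of TRH (10 nM final) was injected and fluo-8 calcium signal (Ex 480/Em 530) followed at 1 s/cycle for 100 cycles in TRHR-expressing cells.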
RXFP1 antag – qHTS Assay for Antagonists of the Relaxin Receptor RXFP1. activity change, negative = inhibition, % at 57.5 µM. HEK293-RXFP1, relaxin-stimulated cAMP HTRF, 30 min; active compounds read low. AID 1259400, 2018. 0.59% of 350,000 active. Relaxin receptor 1 (Homo sapiens), Q9HBX9;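 active = activity change of -60% or lower, but not beyond a set lower limit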; note: % is set by controls: 0 for no effect and ±100 for the full control effect
Target sequence (Q9HBX9 whole entry, looked up): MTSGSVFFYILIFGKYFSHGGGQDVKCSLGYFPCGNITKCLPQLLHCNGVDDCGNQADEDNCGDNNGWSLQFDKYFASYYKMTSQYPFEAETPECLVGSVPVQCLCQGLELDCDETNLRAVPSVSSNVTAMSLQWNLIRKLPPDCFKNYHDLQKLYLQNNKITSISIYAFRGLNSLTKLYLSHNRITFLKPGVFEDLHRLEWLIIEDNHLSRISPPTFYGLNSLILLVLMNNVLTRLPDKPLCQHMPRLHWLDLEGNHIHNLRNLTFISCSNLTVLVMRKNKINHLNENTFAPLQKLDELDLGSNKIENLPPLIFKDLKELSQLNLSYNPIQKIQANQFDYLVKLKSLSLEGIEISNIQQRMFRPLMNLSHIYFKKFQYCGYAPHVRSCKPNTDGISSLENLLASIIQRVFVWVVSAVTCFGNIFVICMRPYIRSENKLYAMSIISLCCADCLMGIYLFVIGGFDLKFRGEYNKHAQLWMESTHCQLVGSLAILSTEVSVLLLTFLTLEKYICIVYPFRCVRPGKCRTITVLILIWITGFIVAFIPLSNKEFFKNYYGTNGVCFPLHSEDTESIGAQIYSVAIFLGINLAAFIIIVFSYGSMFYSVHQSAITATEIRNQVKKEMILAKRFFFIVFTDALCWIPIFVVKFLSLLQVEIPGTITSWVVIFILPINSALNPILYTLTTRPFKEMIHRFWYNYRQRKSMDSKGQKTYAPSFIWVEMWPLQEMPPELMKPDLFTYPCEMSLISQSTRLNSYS
D2 ag – HTS Assay for Allosteric Agonists of the Human D2 Dopamine Receptor: Primary Screen for Agonists; HEK293 T-REx D2 cells, calcium flux agonist mode; 0.53% of 340,000 active; activation, % at 2 µM; AID 485358, 2010;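 active = activation over 3 SD above normal in the single-dose calcium agonist read, cut at about 30% in these data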; note: 0% is about no effect
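HEK293 Trex D2 cells, tetracycline-induced, o/n 30 C 5% CO2; no-wash Ca dye, RT 30–90 min; 10-cycle baseline, 23 nl cpd added, kinetic Ca read 180 s; agonist hits = positive Ca response.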
D1 ag – Allosteric Agonists of the Human D1 Dopamine Receptor: qHTS | D(1A) dopamine receptor (Homo sapiens), P21728 | activation, % at 2 µM | 1% of 360,000 active | AID 504660, 2011 | HEK293 T-REx D1 cells, calcium flux, agonist mode; note: 0% is about no effect
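Inducible HEK293 T-REx D1 cells, force-coupled to calcium signalling, were plated at 4000 cells/well with tetracycline and held overnight at 30 C. After no-wash calcium dye loading, compound-evoked calcium rise over 180 s flagged agonists.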
D1 PAM – Potentiators of Human D1 Dopamine Receptor: qHTS. HEK293 TREx D1 cells, calcium flux, dopamine EC20 potentiation. potentiation, % at 10 µM. 0.036% of 360,000 active. AID 504651, 2011; in the data active = potentiation above about 30%; note: 0% is about no effect
D2 antag – HTS Assay for Allosteric Antagonists of the Human D2 Dopamine Receptor: Primary Screen for Antagonists; D(2) dopamine receptor (Homo sapiens), P14416; HEK293 TREx D2 cells, calcium flux, dopamine EC80; inhibition, % at 10 µM; 2% of 340,000 active; AID 485344, 2010; in the data active = inhibition above about 30%; note: 0% is about no effect
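HEK293 T-REx D2 cells, tet-induced, calcium dye no-wash. Cpd pintool add, 180 s kinetic, then EC80 DA, 180 s kinetic. Ca flux read.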
D1 antag – Antagonist of Human D 1 Dopamine Receptor: qHTS | activity change, negative = inhibition, % at 10 µM | AID 504652, 2011 | 3.2% of 360,000 active | D(1A) dopamine receptor (Homo sapiens), P21728 | HEK293 TREx D1 cells, calcium flux, dopamine EC80; active compounds read low; in the data active = activity change below about -30%; note: % is set by controls: 0 for no effect and ±100 for the full control effect
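Cells carrying a force-coupled, tetracycline-inducible human D1 receptor report calcium flux. Each well gets a 10 s baseline, compound with 180 s monitoring, then an EC80 dopamine stimulus with a second 180 s kinetic read.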
D2 PAM – HTS Assay for Positive Allosteric Modulators of the Human D2 Dopamine Receptor: Primary Screen for Potentiators; D(2) dopamine receptor (Homo sapiens), P14416; HEK293 T-REx D2, calcium flux, EC20 dopamine potentiation; 0.34% of 340,000 active; potentiation, % at 10 µM;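 active = potentiation over 3 SD above the plate norm, cut at about 30% in these data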; note: 0% is about no effect
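Using a no-wash calcium dye in inducible, force-coupled HEK293 Trex cells expressing D2, we tracked fluorescence each second for 180 s after compound, then for 180 s after EC20 dopamine to detect augmented signalling.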
TRHR agonist – qHTS for Small Molecule Agonists and Allosteric Enhancers of Human TRH Receptor: Primary Screen for Agonists; TRHR cells, calcium flux fluo-8, FDSS agonist mode; 0.18% of 360,000 active; activation, % at 2 µM; note: 0% is about no effect
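Agonist-mode FDSS calcium read (Ex 480/Em 530, 1 s cycles) in 1536-well TRHR cells with fluo-8 dye, after 10-cycle baseline and 23 nL compound addition; TRH at EC20 (10 nM final) added afterwards for the enhancer phase.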
* hit, by the source's call; . = no result given; & = joins results of further samples. Cut-off read from the data, not from the text of the source, unless noted: active = activation above about 30%; inactive = the rest.

SMILES | TRHR PAM | RXFP1 antag | D2 ag | D1 ag | D1 PAM | D2 antag | D1 antag | D2 PAM | TRHR agonist
Cn1nnc2cc(NC(=O)N3CCN(c4ccccn4)CC3)ccc21 | -1 | -1 | 29 | 4 | -3 | -10 | -9 | 4 | 0.8
COc1ccccc1N(CC(=O)N1CCC(C)CC1)S(=O)(=O)c1ccc(C)cc1 | -8 | . | -2.1 | 6 | -2 | . | 6 | 13 | 2.8
Cc1ccccc1-c1nc(Cc2ccccc2)no1 | -3 | -12 | -1.3 | -2 | 0 | 10 | 8 | 6 | -1.1
Cc1cc(C)c(NC(=O)C2CCN(c3nc4ccccc4n4cccc34)CC2)c(C)c1 | 3 | -25 | -0.8 | 18 | -1 | . | 6 | 5 | -0.2
O=C(CCSCc1ccccc1Cl)N1CCN(c2cccc(Cl)c2)CC1 | 0&-4 | -23&-7 | 0.7&0.4 | 18&13 | -1&-3 | -5 | -22&-11 | -4&-8 | 0.9&0.4
Cc1ccc(NC(=O)c2cc(NC(=O)c3ccco3)ccc2N2CCOCC2)cc1Cl | 5 | -11 | -0.3 | 2 | -4 | 4 | -1 | 6 | -0.3
c1ccc(C(c2ccccc2)c2noc(CN3CCN(CC4CC4)CC3)n2)cc1 | -7 | -5 | -0.8 | 1 | -2 | 8 | -13 | -25 | -0.4
C/C(CCN1CCc2nc(-c3ccccc3)c(-c3ccccc3)cc2C1)=N\OC[C@@H](C)[C@H](OCc1ccccc1)C(C)C | 7 | . | -1.2 | 1 | -2 | 15 | 4 | 3 | -0.7
C/C(=N\NC(=O)Cc1cccn1C)c1cccc2ccccc12 | 3 | -2 | -0.2 | 0 | 2 | -6 | 0 | 21 | 0.0
CC(NS(=O)(=O)c1ccc(OCC(=O)NCc2ccncc2)cc1)c1ccccc1 (centres undefined) | -1 | 0 | 0.7 | 5 | -12 | 11 | 6 | 19 | 0.3
CN(/N=C/c1cccnc1)c1cnn(-c2ccc(F)c(Cl)c2)c(=O)c1Cl | -3 | -5 | -0.2 | 10 | -5 | -9 | 1 | 8 | -0.2
Cc1ccc(-c2c(C(=O)O)c(C(=O)O)c3n2CCC3)cc1 | 0 | 1 | 0.0 | 2 | -7 | -10 | -4 | 0 | 1.3
O=C(Oc1cc(-c2ccccc2)no1)c1ccc(F)cc1 | -3 | -6 | -0.4 | 1 | 0 | 19 | -47* | -3 | -0.5
COc1ccc(C(=O)c2oc3ccccc3c2NC(=O)COc2ccc(C)cc2)cc1 | 2 | 3 | 0.1 | 4 | 0 | . | -8 | . | 0.2
N#C/C(=C(/O)CCl)c1nc2c(s1)CCc1ccccc1-2 | 4 | -6 | -2.1 | 5 | -9 | 14 | -9 | 12 | -1.4
N#CC(C#N)=NNc1ccc(S(=O)(=O)N2CCCCC2)cc1 | -1 | -36 | 1.6 | 8 | 6 | 11 | -19 | 29 | 0.7
Cc1ccc(NC(=O)C(Cc2ccccc2)NS(=O)(=O)c2cccc3nsnc23)c(C)c1 (centres undefined) | 5 | -7 | 0.1 | 3 | 3 | . | -1 | 20 | -1.4
CCn1c(CSc2nnc(-c3cccnc3)n2-c2ccccc2C)nc2cc(C(=O)O)ccc21 | 1 | . | 0.2 | 1 | 1 | 12 | 1 | -6 | 0.4
CCCC[C@]12Cc3ccccc3C(O1)c1c(c3ccccc3oc1=O)O2 | 10 | . | . | 1 | -1 | . | 0 | . | -0.5
O=C(C1CCN(c2ccc(N3CCOCC3)nn2)CC1)N1CCN(c2ccc(F)cc2)CC1 | 5 | 3 | -0.8 | 2 | -7 | 4 | 4 | 2 | -0.3
COc1ccc(-c2nc(C)c(CCNC(=O)C(=O)Nc3ccccc3OC)s2)cc1 | 5 | . | 1.1 | 2 | -3 | . | 14 | 14 | 0.8
COc1ccc(CC(=O)Nc2nccs2)cc1OC | -5 | -4 | 0.5 | 3 | -7 | 1 | -2 | 14 | -0.1
O=C(O)/C=C/C(=O)c1c(-c2ccccc2)[nH]c2ccccc12 | 14 | 0 | 0.3 | 5 | -2 | 13 | -14 | 8 | 1.5
O=C(NCc1ccco1)c1ccccc1SCC(=O)N1CCCC1 | -2 | 8 | 0.8 | 1 | -3 | -4 | 0 | -12 | 0.1
COc1ccc2[nH]c(=O)c(CN(C(C)=O)c3cccc(C)c3)cc2c1 | 1 | -1 | -0.1 | 2 | -3 | -18 | -11 | 0 | -0.3
CCOC(=O)C1CCCN(Cc2sccc2C)C1 (centres undefined) | 1 | 18 | 0.2 | 0 | -3 | -13 | 1 | -16 | -0.2
COCCNC(=O)C1CCN(S(=O)(=O)c2ccccc2)CC1 | 0 | -25 | 0.8 | 2 | -8 | 8 | -1 | -4 | 0.2
CN1CCN(C(=S)c2ccc([N+](=O)[O-])cc2)CC1 | -1 | 15 | 0.1 | 2 | 1 | 2 | 13 | -4 | 1.0
COc1cccc(-c2nc(SCC(=O)NC3CCCC3)c(-c3ccc(C)cc3)[nH]2)c1 | -4 | -22 | 4.6 | 8 | -4 | . | -13 | -23 | 4.2
CC1(C)Cc2nc(N3CCCC3)c(C#N)cc2CO1 | 4 | -33 | 1.3 | 3 | -2 | -4 | -5 | 2 | -0.5

Three entries from above, with tabs.
SMILES	TRHR PAM	RXFP1 antag	D2 ag	D1 ag	D1 PAM	D2 antag	D1 antag	D2 PAM	TRHR agonist
COc1ccc(CC(=O)Nc2nccs2)cc1OC	-5	-4	0.5	3	-7	1	-2	14	-0.1
O=C(O)/C=C/C(=O)c1c(-c2ccccc2)[nH]c2ccccc12	14	0	0.3	5	-2	13	-14	8	1.5
O=C(NCc1ccco1)c1ccccc1SCC(=O)N1CCCC1	-2	8	0.8	1	-3	-4	0	-12	0.1

(more compounds)
SMILES | TRHR PAM | RXFP1 antag | D2 ag | D1 ag | D1 PAM | D2 antag | D1 antag | D2 PAM | TRHR agonist
CCOc1ccc(Br)cc1S(=O)(=O)Nc1ccc(NC(=O)c2ccccc2C)cc1 | -6 | 17 | 2.0 | 3 | -6 | 2 | 1 | 3 | 2.1
Cc1ccc(S(=O)(=O)N2CCN(CCNC(=O)C(=O)Nc3ccc(F)cc3)CC2)cc1 | -13 | -7 | -0.1 | 2 | 1 | 10 | -2 | 6 | -0.5
Cc1ccc(/C=C/c2nc3ccccc3c(=O)[nH]2)cc1 | 1 | 2 | -0.1 | 2 | -4 | -1 | -40* | 13 | 0.9
CCOc1cc2nc(-c3ccc(OC)c(OC)c3)nc(NCCCN3CCOCC3)c2cc1OC | -3 | -9 | 0.1 | 0 | -3 | 10 | -2 | -4 | -1.0
CCS(=O)(=O)N1CCN(C(=O)c2cc(OC)cc(OC)c2)CC1 | -8 | 12 | 1.1 | 2 | -3 | -19 | -4 | -15 | 0.2
O=C(COc1cccc2ccccc12)N/N=C/c1ccc(Sc2nc3ccccc3s2)o1 | -4 | -11 | -0.7 | 0 | -2 | -3 | . | 5 | 0.4
Cc1cc(N/N=C/c2ccccc2)nc(N2CCOCC2)n1 | 1 | 2 | -0.3 | 0 | 8 | 12 | 1 | 9 | 0.1
Cn1c(C2=C(O)CN(Cc3ccccc3)C2=N)[n+](C)c2ccccc21 | 2 | -19 | 0.3 | 10 | 1 | 11 | 8 | -3 | 0.0
Cc1c(C)c2c(OCC(=O)O)cc3c(c2oc1=O)CCC(C)(C)O3 | 5 | 1 | 0.8 | 2 | 1 | 12 | 0 | 3 | 0.3
COc1ccc(Nc2nc(N)nc(CN3CCC(C)CC3)n2)cc1 | -6 | -2 | 0.0 | 1 | 1 | -3 | -17 | -6 | -0.1
C=C(C)[C@@H](O)COc1c2ccoc2cc2oc(=O)ccc12 | -3 | . | -0.1 | 1 | -3 | -2 | -8 | 6 | 0.0
COc1ccc(/C=C(\C#N)C(=O)OCC(=O)NC(C)c2ccccc2)cc1 (centres undefined) | 1 | -20 | 0.4 | 3 | -2 | -12 | 2 | -4 | -0.2
CC1CCCC(NC(=O)CSc2ccc(F)cc2)C1C (centres undefined) | 0 | -1 | 0.5 | 2 | 10 | -16 | -6 | 14 | -0.9
C#CCNC(=O)C1=C[C@@H](c2ccc(Br)cc2)[C@H](CCCO)[C@@H](OCC)O1 | -2 | . | 0.1 | 0 | -1 | 1 | 5 | 12 | -0.4
Cc1cccn2cc(-c3ccccc3)nc12 | -3 | 1 | -0.4 | 0 | 3 | 1 | 1 | 6 | -0.7
COc1ccc(S(=O)(=O)NCc2ccc3c(c2)OCO3)cc1C(=O)O | 5 | 4 | 0.1 | -2 | -1 | -3 | 25 | -15 | 0.3
CC(NC(=O)c1cccs1)C1CCCO1 (centres undefined) | 1 | 6 | . | 1 | -5 | . | 3 | . | 0.7
O=C(Nc1ccccc1F)c1ccc(Cn2nc(N3CCN(c4ccccc4)CC3)ccc2=O)o1 | -2 | -10 | -0.4 | 1 | 0 | . | -3 | 1 | -0.3
COc1ccc(S(=O)(=O)N2CCC(c3nc4ccccc4[nH]3)CC2)cc1 | 39* | -10 | 0.0 | -1 | -2 | 2 | -16 | -6 | -0.4
COc1cccc(NC(=O)N2CCCCCC2)c1 | -1 | 5 | 0.7 | 1 | -2 | 1 | -21 | 9 | 0.5
O=C(CSc1nnc2c(n1)[nH]c1ccccc12)Nc1nncs1 | -7 | 6 | 0.8 | 2 | . | -2 | -5 | 5 | 0.3
COc1ccc(S(=O)(=O)NNC(=O)c2ccc([N+](=O)[O-])cc2)cc1 | 1 | -2 | 0.4 | 3 | 8 | -3 | 27 | -5 | 0.1
CC(=O)c1ccc(NC(=O)Oc2ccccc2)cc1 | 5 | -7 | -0.1 | 2 | -4 | -3 | -1 | -10 | 0.5
Cc1cccc(N=Cc2[nH]c3ccc(Br)c(Cl)c3c2O)c1 | 0 | 11 | 8.2 | 14 | -3 | -2 | -9 | -4 | 6.1
CN(C)S(=O)(=O)c1ccc(N2CCOCC2)c(C(=O)NCc2ccc3c(c2)OCO3)c1 | 4 | 7 | 0.5 | 2 | -4 | -41 | 4 | -16 | -0.6

Some entries already given, showing only D2 PAM and RXFP1 antag:
| SMILES | D2 PAM | RXFP1 antag |
| --- | --- | --- |
| COc1ccc(S(=O)(=O)NNC(=O)c2ccc([N+](=O)[O-])cc2)cc1 | -5 | -2 |
| CN(C)S(=O)(=O)c1ccc(N2CCOCC2)c(C(=O)NCc2ccc3c(c2)OCO3)c1 | -16 | 7 |
| CC(NC(=O)c1cccs1)C1CCCO1 (centres undefined) | . | 6 |
| O=C(CSc1nnc2c(n1)[nH]c1ccccc12)Nc1nncs1 | 5 | 6 |

Screens from PubChem.

Rows are unselected. About 7.1% of those tested had a hit in this group.
